Assay outcomes from PubChem.
Wnt act: Wnt/beta-catenin pathway activation; actives 1.2% (n = 300,000); Wnt/beta-catenin reporter cell assay, activator, plate reader; activation, % at 9.35 µM; AID 743398; in the data active means activation above about 30%, passing the limit was not always enough; inconclusive means no clear call, values can overlap the other calls;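 further: 0% = neutral control wells and 100% = positive control wells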
PvdQ acylase: P. aeruginosa PvdQ acylase inhibition; purified PvdQ acylase, fluorescence plate reader; actives 0.063% (n = 340,000); inhibition, % at 10 µM; AID 488965; in the data active means inhibition above about 30%, passing the limit was not always enough; inconclusive means no clear call, values can overlap the other calls;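 further: 0% = vehicle neutral wells and 100% = reference inhibitor wells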
MITF TRPM1 HTS: MITF TRPM1 promoter activation in melanoma cells | SK-MEL-5 TRPM1-promoter luciferase, 24 h; % of positive control, neutral wells = 0 | actives 0.75% (n = 300,000) | activation, % at 12.5 µM | AID 588334;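 active means mean activation of at least 80% with every replicate also reaching 80%; inconclusive means mean reaches 80% but some replicate falls short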;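 further: 0% = neutral control wells and 100% = parthenolide positive control wells; values of inactives mirror those of a sister screen read the other way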
cardiac RTF act: cardiac RTF calcium sensitization. P19429+P45379. IANBD-labeled TnC RTF fluorescence at EC20 calcium; 0% EC20 calcium, 100% full calcium. activation, % at 7.2 µM. actives 0.24% (n = 340,000). AID 493008;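 active means activation above the mean over all tested compounds plus 3 SD, cut at about 30% in these data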;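 further: rise in fluorescence read as greater calcium sensitivity of cardiac thin filaments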
Rtt109 HAT inh: blocks Candida albicans Rtt109/Vps75 acetyltransferase activity; purified Rtt109/Vps75, ThioGlo CoA-SH fluorescence, 4 h; inhibition, % at 34.9 µM; actives 0.16% (n = 330,000); AID 540336;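 active means inhibition of at least 50% in every replicate; inconclusive means best replicate reaches 50% inhibition but some replicates fall short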
Target sequence (Q5AAJ8 whole entry, looked up): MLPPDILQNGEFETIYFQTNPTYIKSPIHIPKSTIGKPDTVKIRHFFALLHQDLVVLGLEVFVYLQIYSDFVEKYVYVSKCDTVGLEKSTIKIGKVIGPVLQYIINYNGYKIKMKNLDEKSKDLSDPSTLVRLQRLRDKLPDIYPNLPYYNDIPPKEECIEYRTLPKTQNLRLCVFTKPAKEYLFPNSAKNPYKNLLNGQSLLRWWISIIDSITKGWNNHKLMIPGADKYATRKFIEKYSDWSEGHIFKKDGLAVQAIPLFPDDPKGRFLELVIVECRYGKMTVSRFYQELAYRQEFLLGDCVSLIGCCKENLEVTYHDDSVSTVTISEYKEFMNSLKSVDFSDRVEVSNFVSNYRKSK
HTR5A ag ctr: activates human HTR5A in OPRM1-OPRD1 agonist counter-screen; HTR5A agonist assay, luminescence, cell-based; actives 0.61% (n = 340,000); activation, % at 9.3 µM; AID 504692; P47898; in the data active means activation mostly above about 9.5%, no sharp cut-off; inactive means mostly below about 7.6%;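 further: 0% = cells with vehicle only and 100% = reference agonist; strong numbers were not always called active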
Target sequence (P47898 whole entry, looked up): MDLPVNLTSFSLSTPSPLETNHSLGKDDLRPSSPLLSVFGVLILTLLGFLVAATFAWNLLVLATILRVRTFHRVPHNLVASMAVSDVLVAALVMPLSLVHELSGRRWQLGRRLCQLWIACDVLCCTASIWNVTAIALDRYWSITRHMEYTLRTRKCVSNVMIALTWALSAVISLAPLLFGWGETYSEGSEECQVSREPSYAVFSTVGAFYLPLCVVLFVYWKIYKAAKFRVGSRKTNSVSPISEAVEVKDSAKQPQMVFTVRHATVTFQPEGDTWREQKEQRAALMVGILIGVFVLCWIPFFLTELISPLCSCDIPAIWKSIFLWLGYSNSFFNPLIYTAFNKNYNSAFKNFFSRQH
SR-BI DiI-HDL act: activators of SR-BI mediated HDL lipid uptake; activation, % at 12.5 µM; AID 504775; CHO ldlA[mSR-BI] cells, DiI-HDL uptake fluorescence, 3 h; 100 = double the neutral-control signal; actives 0.096% (n = 320,000);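 active means mean replicate activation of at least 60% and every replicate at or above 60%; inconclusive means mean or all-replicate condition met, but not both; inactive means mean below 60% and not all replicates reaching 60%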;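 further: 0% = median plate neutral-control signal and 100% = twice that signal; values of inactives mirror those of a sister screen read the other way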
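system = CHO ldlA[mSR-BI] cells, LDL receptor-null, SR-BI overexpressing | medium = Ham's F12 with 0.5% BSA, HEPES 25 mM, pH 7.4 | probe or stimulus = DiI-HDL 10 µg/mL | compound dosing = single-point compound dose | incubation = compound exposure 3 h, 37 °C | technique = DiI fluorescence, bottom read | read-out = cell-associated DiI fluorescence as measure of HDL uptake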
dFosB act: activators of mouse delta FosB homodimer. P13346. purified delta FosB, TAMRA-CDK5 oligo fluorescence polarization; percent of positive-control signal above neutral wells. activation, % at 25 µM. actives 0.99% (n = 340,000). AID 493131;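 active means mean activation above about 17%, with every replicate also reaching it, limit read from the data, passing the limit was not always enough; inconclusive means only one of the two conditions met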;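 further: fluorescence polarization rise as delta FosB binds a TAMRA Cdk5 AP-1 oligo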
Target sequence (P13346 whole entry, looked up): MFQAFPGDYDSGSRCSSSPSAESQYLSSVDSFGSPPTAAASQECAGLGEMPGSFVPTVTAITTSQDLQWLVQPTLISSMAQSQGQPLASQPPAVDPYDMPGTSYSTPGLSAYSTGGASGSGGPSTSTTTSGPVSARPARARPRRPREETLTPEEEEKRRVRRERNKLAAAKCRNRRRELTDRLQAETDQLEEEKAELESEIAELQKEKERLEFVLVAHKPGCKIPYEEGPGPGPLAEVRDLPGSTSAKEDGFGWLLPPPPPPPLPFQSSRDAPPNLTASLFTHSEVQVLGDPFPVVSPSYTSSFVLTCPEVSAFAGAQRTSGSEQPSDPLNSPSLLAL
CDK5 inh: inhibitors of human CDK5/p35 kinase | AID 488839 | actives 0.01% (n = 330,000) | inhibition, % at 10 µM | Recombinant CDK5/p35, ADP-Glo luminescence, 60 min | Q00535+Q15078;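 active means highest replicate inhibition of at least 50% and at least 75% of replicates reaching 50%; inconclusive means only one of the two criteria met; inactive means both criteria failed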;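 further: plate controls were DMSO neutral control for no effect and GW8510 at 10 µM for full effect; many of its hits are not listed in these tables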
SR-BI DiI inh: inhibitors of mouse SR-BI mediated HDL lipid uptake; ldlA[mSR-BI] CHO cells, DiI-HDL uptake fluorescence, 3 h; inhibition, % at 12.5 µM; actives 0.96% (n = 320,000); AID 488896;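 active means mean replicate inhibition of at least 70% and a set share of replicates each scoring 70 or more; inconclusive means meets just one of the two criteria; inactive means fails both criteria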;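 further: 0% = median of neutral control wells and 100% = median of positive control wells; values of inactives mirror those of a sister screen read the other way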
* hit, by the source's call; ? = inconclusive; · = not tested or not shown. This is a random part of the collection, and some 4.4% of all compounds hit somewhere here.

SMILES	Wnt act	PvdQ acylase	MITF TRPM1 HTS	cardiac RTF act	Rtt109 HAT inh	HTR5A ag ctr	SR-BI DiI-HDL act	dFosB act	CDK5 inh	SR-BI DiI inh
CC1=CC(C)(C)N(C(=O)CSc2ncn[nH]2)c2ccc(C)cc21	·	-26	1	4	-12	-3	9	-8	-0.6	-9
CC(C)CC(O)(c1ccccc1)C(CN1CCOCC1)c1ccccc1 (stereo not given)	-1	-12	-4	8	0	2	-1	-10	-0.2	1
C=CCc1ccc(O)c(-c2cc(CC=C)ccc2O)c1	-1	-4	15	6	0	5	-17	-11	2.8	17
COc1ccc(C)cc1N(C(=O)c1ccc(C#N)cc1)C1=NC(C)(C)CS1	2	-2	2	-5	0	0	7	0	0.1	-7
O=C1NCCN1c1ccc(CN2CCN(C3CCCCC3)C(CCO)C2)cc1 (stereo not given)	-2	-8	6	4	15	-5	12	-5	-0.1	-12
Nc1nc(NCCCN2CCOCC2)nc(Nc2cccc(F)c2)c1[N+](=O)[O-]	0	4	15	-2	-1	-4	-8	26*	0.3	8
O=C(NC1CC2CCCC(C1)N2Cc1cccs1)N1CCOCC1 (stereo not given)	-4	-6	22	-1	0	-3	16	-3	-3.9	-16
CCn1c(CNC(=O)c2ccco2)nnc1SCC(=O)c1ccc(F)cc1	3	2	-2	-7	4	3	·	4	1.4	·
O=C(c1cn(Cc2ccccc2)nc1-c1ccc(Cl)cc1)N1CCN(c2ccccn2)CC1	1	1	-27	-5	12	3	-61	-13	-0.1	61
COc1ccc(C=NN=C2c3ccccc3-c3ccccc32)cc1OC	4	-9	12	2	4	6	-79	-15	0.5	79*
COc1cc(CNc2ccc3[nH]c(=O)[nH]c3c2)ccc1OCc1ccccc1	26	-1	·	1	6	2	-13	2	-2.4	13
O=C(NCCC(=O)N1CCN(C(=O)c2ccco2)CC1)c1ccc(Br)cc1	12	-10	11	14	-2	-4	-5	4	-4.8	5
CCOc1ccccc1NC(=O)C12CC3CC(C1)CC(c1ccc(C)cc1)(C3)C2	-2	-10	·	-1	7	-1	5	-7	-0.8	-5
O=C(O)c1ccccc1SCc1nc2ccccn2c1Br	-2	-6	-13	0	-1	3	·	-6	-1.0	·
CC1CC(C)CN(C(=O)CCS(=O)(=O)c2ccc3c(c2)NC(=O)CS3)C1 (stereo not given)	-2	-12	3	3	8	3	23	-1	-1.4	-23
COc1ccc(C(=O)NCCCN=C2NS(=O)(=O)c3ccccc32)cc1	-2	-11	-9	-6	5	2	·	-7	2.3	·
Cc1cc(C)cc(NC(=O)C2CCN(c3nccs3)CC2)c1	·	-17	1	-3	2	0	-27	-15	-0.7	27
COCCNC(=O)C1CC2Cn3c(nc4ccccc43)C2N1C (stereo not given)	1	-18	-10	0	3	4	19	7	-1.4	-19
CCc1cc(=O)oc2cc(C)c(CN3CCCC3)c(O)c12	-3	5	2	-2	4	1	7	-9	1.3	-7
Cc1cc2c3c(c1)C1(C(=O)N3C(C)(C)CC2C)C(C#N)=C(N)Oc2cc(O)ccc21 (stereo not given)	·	4	-5	-8	17	5	-18	5	6.5	18
Cc1ccc(NC(=O)CCNC(=O)c2ccc(Br)cc2)cc1S(=O)(=O)N1CCOCC1	-3	-16	-3	6	-5	2	-13	-11	0.5	13
N#C/C(=C/c1cn(CC(=O)O)c2ccccc12)C(=O)Nc1ccccc1	-1	0	-2	4	3	1	-3	4	0.4	3
O=C(NCCC1=CCCCC1)c1ccc(Cl)c(S(=O)(=O)N2CCOCC2)c1	-1	4	1	-3	-1	0	-27	-7	-1.5	27
Cc1cc(C(=O)N2CCCC(C(=O)c3ccc(Cl)cc3C)C2)no1 (stereo not given)	0	0	-4	-1	9	2	-12	-10	0.3	12
CCOc1nc(NCCO)nc(Nc2ccc([N+](=O)[O-])cc2)n1	0	2	-17	10	-2	-3	-15	-1	-1.6	15
CCOC(=O)CNC(=O)c1sc(NC(=O)c2ccccc2F)nc1C	17	-10	45	4	-10	-4	·	-3	2.2	·
CCn1c(SCC(=O)Nc2cccc(NC(C)=O)c2)nnc1-c1ccco1	-3	-2	9	-4	2	5	-7	-8	0.0	7
Cc1nn(-c2ccccc2)c(N2CCCC2)c1/C=N/NC(=O)c1cc(-c2cccs2)nc2ccccc12	-4	-5	1	-1	-1	2	-68	-14	-0.8	68
Cc1[nH]c2ccccc2c1C1(O)C(=O)N(Cc2ccc3c(c2)OCO3)c2ccccc21 (stereo not given)	·	-7	·	4	-4	5	24	-15	0.6	-24
CCN(CC)C(=O)c1oc2ccc(S(=O)(=O)N3CC(C)CC(C)C3)cc2c1C (stereo not given)	-6	-4	·	2	-2	6	·	-8	0.0	·
COc1cccc(NC(=S)N2CCc3cc(OC)c(OC)cc3C2)c1	-1	-13	-12	12	-4	2	-34	-12	-2.6	34
CCN(CC(=O)Nc1ccc(OC)cc1)C(=O)c1ccc(OCc2c(C)noc2C)cc1	-3	-13	10	-1	2	2	-31	0	-0.2	31
COc1ccc(NC(=O)CN(C)C(=O)c2ccccc2OCC(=O)Nc2cccc(C(F)(F)F)c2)cc1	0	-2	10	-17	-2	1	9	6	-0.1	-9
Cc1nc(N)ncc1-c1ccc2c(c1)OCO2	1	-2	-5	-4	0	5	23	-10	-3.3	-23
CNc1nc2c(-c3ccc(Cl)cc3)nnn2c2ccccc12	-6	-17	-14	-1	-2	-1	-24	4	0.7	24
CCOc1ccc(NC(N)=O)cc1OCC	-5	1	·	14	6	-1	4	0	-3.3	-4
COc1ccc(S(=O)(=O)N2CCSC2c2ccc(OC)c(OC)c2)cc1 (stereo not given)	-5	2	·	-1	·	3	6	0	0.1	-6
O=C(Nc1ccc([N+](=O)[O-])cc1)Nc1cnccn1	-3	-3	5	1	-4	2	1	10	3.4	-1
CSCCC(NS(=O)(=O)c1cccc(C(F)(F)F)c1)C(=O)Nc1ccccc1N1CCCC1 (stereo not given)	2	-8	-6	-24	-8	5	-44	-4	1.4	44
N#Cc1cc([N+](=O)[O-])ccc1NC(=O)CSc1n[nH]c(=O)n1C1CC1	0	-7	-13	0	0	4	4	-11	-1.4	-4
CCN1CCN(C(=O)C(=O)c2cn(CC(=O)N(CC)CC)c3ccccc23)CC1	-1	-8	0	0	-4	3	-20	1	-3.0	20
CC(C)CCn1c(=O)c2ccccc2n2c(CCC(=O)NCC3CCCO3)nnc12 (stereo not given)	-1	-15	7	-1	0	-3	9	-15	1.1	-9
C[C@H](CO)N1C[C@H](C)[C@@H](CN(C)CC2CCCCC2)Oc2ccc(NC(=O)CCN3CCOCC3)cc2C1=O	1	-4	13	-3	-2	-2	8	3	-2.1	-8
O=C(NCC(=O)N1CCN(S(=O)(=O)/C=C/c2ccccc2)CC1)c1ccc(Cl)cc1	-3	-18	-3	7	5	-6	0	-6	2.4	0
CCC(C)[C@H](NC(=O)NCc1ccco1)C(=O)OC (stereo not given in full)	2	-1	-5	8	·	-2	1	-2	0.5	-1
CN1CCc2c(sc3c2c(=O)n(-c2ccccc2)c2nnc(SCc4ccc(Cl)cc4)n32)C1	·	-6	0	1	7	10	21	6	-1.0	-21
CCCN(CC(=O)Nc1ccccc1C)C(=O)CCl	-1	-8	-62	-4	-3	2	21	-1	-1.3	-21
COc1ccc(OCC(=O)NNc2c3ccccc3nc3ccccc23)cc1	·	7	-9	-3	-1	1	-23	0	-0.8	23

Reprinted from the part before: two entries, then new ones.
SMILES	Wnt act	PvdQ acylase	MITF TRPM1 HTS	cardiac RTF act	Rtt109 HAT inh	HTR5A ag ctr	SR-BI DiI-HDL act	dFosB act	CDK5 inh	SR-BI DiI inh
CCCN(CC(=O)Nc1ccccc1C)C(=O)CCl	-1	-8	-62	-4	-3	2	21	-1	-1.3	-21
COc1ccc(OCC(=O)NNc2c3ccccc3nc3ccccc23)cc1	·	7	-9	-3	-1	1	-23	0	-0.8	23
Cc1c(S(=O)(=O)N2CCCCC2)c(=O)n(C)c(=O)n1C	-3	-1	16	-1	3	-1	25	3	-1.3	-25
O=c1c(-c2c(O)cc(O)c3c2O[C@H](c2ccc(O)cc2)CC3)c(-c2ccc(O)cc2)oc2cc(O)cc(O)c12	·	-9	9	-4	16	6	7	31*	-1.3	-7
CCCOc1ccc(N2C(=O)CC(N(CCc3ccc(S(N)(=O)=O)cc3)C(C)=O)C2=O)cc1 (stereo not given)	-1	-7	·	9	0	6	-18	-1	-0.8	18
Cc1ccsc1C(=O)OCC(=O)N1CC(=O)Nc2ccccc21	-2	-11	5	11	3	-1	-4	?	-1.3	4
CC(Sc1nnc(C2CC2)n1Cc1ccccc1)C(=O)N1CCNC1=O (stereo not given)	-2	-3	0	-5	-2	-4	13	8	-0.5	-13
O=C(c1ccccc1)C(O)C(c1ccccc1)N1CCOCC1 (stereo not given)	-1	-6	-11	0	-3	0	5	-4	-2.3	-5
COc1ccc(CN(C)S(=O)(=O)c2nnc(NC(=O)c3cccc(C)c3)s2)cc1OC	-2	0	-6	-2	7	-2	15	-10	·	-15
CCn1c(C)[n+](CC(O)COCC2CC=CCC2)c2ccccc21 (stereo not given)	-5	-3	-16	7	1	1	·	-7	-1.1	·
COc1cc(/C=C2/C(=O)c3cccc([N+](=O)[O-])c3C2=O)c(Br)cc1O	8	7	-48	-1	4	-4	15	-8	14	-15
CC(CC(=O)Nc1ccc(F)c([N+](=O)[O-])c1)c1ccccc1 (stereo not given)	-3	1	2	-5	1	8	-13	6	2.8	13
COc1ccccc1NC(=S)NCc1ccc2c(c1)cc(C)n2C	0	-5	6	-2	3	2	-16	-16	0.8	16
CCc1ccc2nc(N(CCCN(C)C)C(=O)c3ccc(S(=O)(=O)N4CCCC4)cc3)sc2c1	-1	-7	21	-4	39	10	17	7	1.6	-17
O=C(Oc1cccc(Cl)c1)N1CCOCC1	-1	7	6	-4	-1	1	19	1	-0.2	-19
Cc1ccc([N+](=O)[O-])cc1NC(=O)C(Sc1ccccc1)c1ccccc1 (stereo not given)	·	-2	-4	3	-3	0	-21	12	0.2	21
CC1(C)CC(N2CCCC2)=CC(=[N+]2CCCCC2)C1	2	-9	-30	18	-8	-1	15	-6	1.1	-15
CCCNC(=S)N1CCC(NC(=O)C2CCCCC2)CC1	0	5	·	4	-2	-2	11	-1	0.7	-11
COc1cccc(-c2noc(CCCC(=O)Nc3ccc(C(N)=O)cc3)n2)c1	2	-10	-10	1	-7	1	·	-3	1.4	·
COc1ccc(OC)c(S(=O)(=O)Nc2cccc(-c3ccc4nncn4n3)c2)c1	1	-15	-9	-5	·	-5	-7	-4	0.8	7
CCCCN(C(=O)c1ccc(S(=O)(=O)N(CC)CC)cc1)c1c(N)n(CCC)c(=O)[nH]c1=O	-3	-5	-3	1	11	7	13	-7	-0.5	-13
